OPRM1-OPRD1 ag: agonists of OPRM1-OPRD1 heterodimerization, primary screen, cell-based, luminescence; cells; activation, % at 9.3 µM; actives 0.3% (n = 340,000); AID 504326, 2011; in the data active = activation above about 18%;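 also: 0% = vehicle-treated cells and 100% = reference agonist; values of inactives mirror those of a sister screen read the other way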
AddAB inh: growth inhibition of E. coli expressing H. pylori AddAB, primary screen, AddAB inhibitor project, absorbance | inhibition, % at 11.9 µM | AID 435030, 2010 | actives 0.29% (n = 330,000); in the data active = inhibition above about 12%;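 also: 0% = vehicle wells of infected cells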
PfHsp90 yeast 2: growth inhibition of PfHsp90-expressing yeast, primary screen, antimalarial PfHsp90 inhibitor project, S. cerevisiae, BacTiter-Glo luminescence, single point, set 2 | inhibition, % at 9.4 µM | actives 0.32% (n = 310,000) | BacTiter-Glo ATP, 48 h; yeast lacking PDR1 and PDR3 efflux regulators | AID 504621, 2011;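 active = every replicate shows inhibition above about 80%, whatever the replicate mean, limit read from the data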;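 also: 0% = DMSO neutral controls and 100% = 20 µM radicicol positive controls; yeast relying on Plasmodium falciparum Hsp90 in place of its own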
PKA-R1A activ: activators of PKA-R1A holoenzyme, primary screen, biochemical, fluorescence polarization, Cy5-IP20, bovine R1A, mouse PKAc; cAMP-dependent protein kinase type I-alpha regulatory subunit (Bos taurus) + …; PKA-R1A dissociation; scaled: DMSO 0%, 113 µM cGMP 100%; activation, % at 11.4 µM; actives 0.083% (n = 340,000); AID 504707, 2011;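 active = percent activation above the mean of all tested compounds plus 3 SD, cut at about 19% in these data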;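 also: higher means more PKAc released from R1A so a rise in polarization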
Arrestin-AP2 inh: inhibitors of beta-arrestin/AP2 binding, primary screen, biochemical, GPCR trafficking, flow cytometry. actives 0.31% (n = 340,000). FITC-arrestin peptide / GST-AP2 beads; AP2 beta2 appendage carries R879A mutation. inhibition, % at 10 µM;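 active = inhibition above a set limit, near 3 SD of compounds lacking own fluorescence, cut at about 54% in these data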;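 also: plate controls were DMSO wells for no effect and 5 µM unlabelled arrestin peptide for full effect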
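Measured by: flow cytometry, FL1 (488/535 nm); Material: AP2 appendage R879A on GSH beads; Evaluation: percent response; Timing: pre-incubation 12 min, peptide binding 1 h, room temperature; Also added: 50 nM FITC-arrestin peptide; Medium: PBS with 0.05% Tween 20 and 0.1% BSA.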
Ecoli viability: E. coli V3065 growth inhibition, primary screen, counter-screen for AddAB inhibitor project, absorbance, OD600 | inhibition, % at 11.9 µM | actives 0.27% (n = 330,000) | 18 h | AID 449728, 2010;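 active = inhibition above the campaign's mean inhibition across all tested compounds plus 3 SD, cut at about 9.9% in these data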;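 also: uninfected addAB+ strain grown without phage in ampicillin broth; 0% = DMSO wells and 100% = ciprofloxacin 0.95 µg/ml wells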
SUMO Mot1 rescue: yeast Mot1-301 growth rescue at high temperature, primary screen, SUMOylation pathway inhibitor project, S. cerevisiae, ATP luminescence, 38.5C | actives 1% (n = 320,000) | S. cerevisiae Mot1-301 growth rescue; percent above DMSO median, 100 means doubled | growth rescue, % at 18.8 µM;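 active = every valid replicate shows activation above 250% relative to neutral control wells; inactive = the rest, any valid replicate at or below 250%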;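 also: OY570 slx delta 5 strain wells were the positive control but not used for scaling; some compounds called inactive have numbers as strong as hits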
OPRM1-OPRD1 inv: inverse agonists of MOR-DOR heterodimerization, primary screen, cell-based, luminescence; cell-based MOR-DOR heterodimer luminescence, inverse agonism; Mu-type opioid receptor (Homo sapiens) + Delta-type opioid receptor (Homo sapiens), …; inhibition, % at 9.3 µM; actives 0.21% (n = 340,000); in the data active = inhibition above about 22%, passing the limit was not always enough;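 also: 0% = cells with DMSO and 100% = wells without cells with DMSO; values of inactives mirror those of a sister screen read the other way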
Tat export inh: E. coli Tat export inhibitors, primary screen, MC4100, TorA-mCherry reporter, fluorescence, single point; actives 0.036% (n = 340,000); AID 488895, 2010; inhibition, % at 10 µM;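 active = mean replicate inhibition at least 50% and at least half of replicates individually reaching 50%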;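 also: exported cargo escapes ClpAP degradation while cytoplasmic cargo is degraded and loses fluorescence; 0% = median of neutral control wells and 100% = median of NaSCN control wells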
phage Ecoli inh: growth loss of phage-infected E. coli, primary screen, RecBCD inhibitor project, absorbance, with phage, HTS; inhibition, % at 11.9 µM; actives 0.26% (n = 360,000); AID 651602, 2012; in the data active = inhibition above about 11%
DSG3 Ab inh: inhibitors of pemphigus antibody binding to DSG3, primary screen, biochemical, bead-based, flow cytometry, scFv-GFP; DSG3-coupled beads, scFv-anti-DSG3-GFP binding; stronger effect = lower value; binding (percent of control), % at 10 µM; actives 0.48% (n = 310,000);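 active = binding more than 3 SD below its plate's average and above zero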;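 also: hits lower antibody fragment binding to DSG3; some compounds called inactive have numbers as strong as hits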
Target sequence (P32926 whole entry, looked up, the tested form may be a part): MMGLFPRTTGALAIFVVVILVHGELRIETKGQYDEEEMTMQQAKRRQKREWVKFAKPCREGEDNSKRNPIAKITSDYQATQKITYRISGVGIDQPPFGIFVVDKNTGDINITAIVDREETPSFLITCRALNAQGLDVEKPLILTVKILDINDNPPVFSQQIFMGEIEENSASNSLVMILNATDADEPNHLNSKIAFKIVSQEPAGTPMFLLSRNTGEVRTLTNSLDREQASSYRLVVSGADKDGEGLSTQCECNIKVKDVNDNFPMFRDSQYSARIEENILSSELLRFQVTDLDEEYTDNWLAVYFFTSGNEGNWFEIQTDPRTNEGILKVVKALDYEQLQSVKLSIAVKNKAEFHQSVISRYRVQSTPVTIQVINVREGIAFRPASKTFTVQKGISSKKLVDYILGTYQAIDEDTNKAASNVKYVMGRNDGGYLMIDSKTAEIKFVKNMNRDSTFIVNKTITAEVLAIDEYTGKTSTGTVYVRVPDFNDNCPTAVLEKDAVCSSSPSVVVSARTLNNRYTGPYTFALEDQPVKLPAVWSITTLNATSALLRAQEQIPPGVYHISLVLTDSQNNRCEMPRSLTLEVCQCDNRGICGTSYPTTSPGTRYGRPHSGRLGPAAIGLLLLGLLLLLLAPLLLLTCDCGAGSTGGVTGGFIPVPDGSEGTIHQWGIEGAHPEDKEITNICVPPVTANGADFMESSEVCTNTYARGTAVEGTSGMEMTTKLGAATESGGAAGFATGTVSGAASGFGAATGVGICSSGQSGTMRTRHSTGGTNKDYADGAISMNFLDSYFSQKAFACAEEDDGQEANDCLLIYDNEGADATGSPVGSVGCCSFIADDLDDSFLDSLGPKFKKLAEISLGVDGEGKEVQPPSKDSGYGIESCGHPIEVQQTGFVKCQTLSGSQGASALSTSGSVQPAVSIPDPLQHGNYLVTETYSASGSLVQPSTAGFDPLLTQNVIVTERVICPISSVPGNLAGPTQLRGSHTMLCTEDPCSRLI
Numbers without * were called inactive; . = no result given. Hits appear at their usual frequency. About 2.8% of those tested had a hit in this group.

SMILES | OPRM1-OPRD1 ag | AddAB inh | PfHsp90 yeast 2 | PKA-R1A activ | Arrestin-AP2 inh | Ecoli viability | SUMO Mot1 rescue | OPRM1-OPRD1 inv | Tat export inh | phage Ecoli inh | DSG3 Ab inh
O=C(CCN1C(=O)/C(=C/c2ccccc2)SC1=S)N1CCCCCC1 | 1.0 | 0.8 | -5 | -9 | 6 | -1.1 | 116 | -6 | 3 | 0.6 | .
CCOC(=O)c1sc(=NC(=O)c2ccccc2Br)n(C)c1C | 2.5 | 3.5 | 10 | 5 | 4 | -1.2 | -10 | -13 | -5 | 0.0 | 68*
CC1CCN(S(=O)(=O)c2ccc3c(c2)oc(=O)n3C)CC1 | -0.1 | 5.5 | 16 | -1 | 6 | 0.2 | 7 | 1 | 7 | 2.7 | .
COC(=O)/C=C1\SC(=NC(=O)c2ccc(C)cc2)NC1=O | -0.9 | -0.1 | -13 | 0 | 1 | 0.4 | 70 | 5 | 2 | 2.9 | 101
CCn1c(Cc2ccccc2)nnc1SCC(=O)NC1CCCC1 | -1.6 | 3.4 | 33 | -12 | 6 | 1.3 | 0 | 8 | -2 | 1.7 | 104
CN(C(=O)c1cccc(NC(=O)Cc2ccc(NC(=O)C3CCN(C(=O)C4CCCCC4)CC3)cc2)c1)C1CCCCC1 | 1.0 | . | -14 | -5 | 17 | . | . | -5 | 3 | 0.8 | 97
CCc1nnc(NC(=O)CSc2nc3ccccc3s2)s1 | -2.9 | -2.1 | -3 | -13 | 25 | 4.8 | 29 | 17 | -8 | 3.0 | 82
COc1ccc(NS(=O)(=O)c2cccc(C(=O)OCC(=O)Nc3cc(C)on3)c2)cc1 | 0.3 | 2.7 | -10 | 11 | 32 | 0.5 | 0 | -2 | -6 | 3.5 | 217
COc1ccc(N2CCN(C(=O)CSc3ccccc3)CC2)cc1 | -0.8 | 1.6 | 14 | 4 | 9 | 1.2 | 215 | 5 | 4 | 0.2 | 101
COc1nc(C)cc(C)c1S(=O)(=O)c1ccccc1C | -1.9 | -1.7 | -3 | -5 | 21 | -0.9 | 279 | 10 | -6 | 0.6 | 96
COc1ccc(S(=O)(=O)N2CCN(c3nn(C)c(=O)n(C)c3=O)CC2)cc1 | -1.7 | 0.0 | 15 | -4 | -11 | 1.1 | 21 | 7 | -9 | 0.3 | 87
CC1(C)OC(=O)C(=NNc2ccc(Cl)cc2)C(=O)O1 | -2.9 | 0.8 | 10 | -9 | 10 | -0.6 | 1 | 15 | -9 | 3.3 | 92
COc1ccc(N2CCN(CC(O)COc3c(OC)cccc3OC)CC2)cc1 (stereo unspecified) | -0.3 | 0.5 | -16 | -5 | 11 | 0.6 | -3 | 1 | -3 | 2.9 | 98
Cc1cccc([C@@H]2[C@@H]3C(=O)N(Cc4ccccc4)C(=O)[C@@H]3[C@]3(CC(C)C)C(=O)N(c4cccc(Cl)c4)C(=O)N23)c1 | 1.9 | 3.6 | -2 | -5 | 8 | -0.4 | 17 | -11 | 10 | 4.3 | 96
CCCCOc1cccc(C2C(C(=O)c3ccc(C)o3)=C(O)C(=O)N2c2nnc(C)s2)c1 (stereo unspecified) | -4.3 | . | 6 | 7 | 6 | . | . | 18 | -4 | 1.5 | 134
CCOC(=O)CSc1nnc(Cc2ccc(OC)cc2)n1-c1ccccc1 | -0.9 | 5.8 | . | 8 | -6 | 2.5 | . | 5 | 2 | 1.2 | .
COc1ccc(OC)c(NC(=O)CSc2nc(N)c(-c3ccccc3)c(=O)[nH]2)c1 | 0.3 | -1.2 | 28 | 4 | 33 | 0.5 | 2 | -2 | -10 | 2.1 | 96
CN(C)CCC(=O)N1c2ccccc2Sc2ccc(C(F)(F)F)cc21 | -3.8 | 2.2 | -3 | -10 | -10 | -0.9 | -12 | 19 | 12 | 10 | 107
NS(=O)(=O)c1ccc(-c2ccc(/C=C3\SC(=S)N(C4CCS(=O)(=O)C4)C3=O)o2)cc1 (stereo unspecified) | -3.0 | 1.6 | -12 | 1 | 17 | 1.2 | 7 | 16 | -10 | -3.8 | 77*
Cc1ccc2[nH]c(=O)c(CN(CC3CCCO3)S(=O)(=O)c3cccc4nsnc34)cc2c1 (stereo unspecified) | -2.9 | -3.8 | -47 | 13 | -2 | -2.4 | . | 15 | -2 | 3.0 | 101
O=C(NC(=S)Nc1ncccn1)c1ccccc1Br | -3.0 | 2.6 | -7 | -12 | -13 | 0.5 | -7 | 15 | 2 | -1.3 | 111
CC(NC(=O)[C@H](C)NC(=O)[C@@H]1CSC2c3ccccc3C(=O)N21)c1ccccc1 (stereo partly specified) | -3.4 | 2.1 | -5 | 5 | -7 | 0.2 | 1 | 17 | -3 | -2.3 | 105
CC(=O)Nc1ccc(S(=O)(=O)N(C)CC(=O)OCC(=O)N(C)c2ccccc2)cc1 | -3.8 | 3.7 | -18 | -2 | -18 | 0.9 | -16 | 22 | -1 | 2.8 | 104
CCOC(=O)C(=O)Nc1cccc(C(=O)OCC)c1 | -0.2 | 0.7 | 15 | -3 | 4 | -0.5 | -22 | 1 | -11 | 2.4 | 102
O=C(c1cccc(Cl)c1)N1CCN(Cc2ccccc2F)CC1 | -1.4 | 0.5 | -14 | 6 | 5 | 0.3 | -7 | 8 | 2 | 0.9 | 109

Further structures.
SMILES | OPRM1-OPRD1 ag | AddAB inh | PfHsp90 yeast 2 | PKA-R1A activ | Arrestin-AP2 inh | Ecoli viability | SUMO Mot1 rescue | OPRM1-OPRD1 inv | Tat export inh | phage Ecoli inh | DSG3 Ab inh
CC(C)CCNC(=O)[C@@H](NC(=O)c1c(F)cccc1F)C(C)C | -3.0 | 1.6 | . | -2 | 21 | 1.8 | 11 | 16 | -7 | 0.2 | 91
C=C(C)c1ccccc1 | -2.5 | 2.7 | -17 | 6 | -5 | 1.6 | -13 | 13 | -2 | 2.1 | 109
Cc1ccc(S(=O)(=O)N(C)CC(=O)Oc2ccc(-c3nnco3)cc2)cc1 | -0.2 | 1.3 | 0 | -1 | -7 | 0.8 | . | 2 | 4 | 3.0 | 81
CCN(C(=O)CSc1nc2cc(Cl)ccc2c(=O)n1Cc1ccco1)C1CCS(=O)(=O)C1 (stereo unspecified) | -2.2 | 3.0 | 3 | -2 | -2 | 0.5 | 44 | 13 | 5 | 4.1 | 98
O=C(CCC(=O)OCC(=O)c1ccc(C(F)(F)F)cc1)OCC(=O)c1ccc(C(F)(F)F)cc1 | . | 6.0 | . | . | 8 | 0.2 | -1 | . | . | 4.7 | 96
FC(F)(F)c1cccc(Cn2nnnc2-c2ccc(Cl)cc2)c1 | 5.4 | 0.8 | 19 | -8 | -7 | -1.7 | 0 | -29 | 7 | 4.2 | 99
O=C1CC(c2ccccc2)SC(N(c2ccccc2)c2ccccc2)=N1 (stereo unspecified) | 0.3 | 2.3 | 12 | -10 | 0 | 1.8 | -10 | -2 | 6 | 3.4 | 108
CCc1ccc2[nH]c(=O)c(CN(CCCN3CCOCC3)C(=O)Nc3ccccc3)cc2c1 | 0.2 | 2.0 | 6 | 3 | -5 | -1.4 | 9 | -1 | -12 | 5.4 | 107
CCn1cc(CN2CCc3c([nH]c4ccccc34)C2c2ccc(F)c(OC)c2)c(C)n1 (stereo unspecified) | 1.3 | -1.0 | -2 | -15 | 17 | -0.2 | 11 | -7 | -2 | 3.6 | 101
N#Cc1ccc(C(=O)OCC(=O)Nc2cccc(S(=O)(=O)NC3=NCCC3)c2)cc1 | -3.7 | 1.0 | 15 | -8 | -12 | 1.1 | -6 | 14 | 4 | 4.5 | .
Cc1ccc(SCc2ccc(C(=O)Nc3nccs3)o2)cc1 | -4.4 | 1.1 | -13 | -7 | 0 | 0.8 | 18 | 22 | -3 | -2.6 | 101
COc1cccc(-c2nnc(SCC(=O)OC(C)C)n2N)c1 | -0.6 | 1.6 | 21 | -1 | -12 | -0.2 | 71 | 3 | -4 | 0.6 | 98
CC(CCc1ccccc1)NC(=O)CCC(=O)N1CCC(C(=O)O)CC1 (stereo unspecified) | -2.4 | 2.2 | -9 | 2 | 21 | -0.3 | -9 | 11 | -7 | 0.5 | 104
CCC(c1nnnn1CCOC)N1CCN(Cc2ccccc2)CC1 (stereo unspecified) | -1.0 | 1.6 | -28 | -3 | -6 | -1.4 | -2 | 5 | 13 | 1.3 | 113
CCCCCCn1c(N2CCCC2)nc2c1c(=O)n(C)c(=O)n2C | 1.1 | 3.7 | -7 | -10 | 29 | 2.3 | 1 | -5 | -5 | 1.4 | 100
O=C(Nc1ccc(Cl)cn1)c1ccccc1[N+](=O)[O-] | -0.9 | 0.8 | -7 | -7 | 46 | 1.2 | 10 | 5 | 0 | 1.6 | 98
CCC1(C)C(Nc2c(C)cccc2C)=NC(=S)N1c1ccc(NC(C)=O)cc1 (stereo unspecified) | 2.6 | 2.2 | 10 | 0 | 14 | 1.2 | 404 | -16 | -2 | 5.8 | 88
Cc1ccc(N(C(C)C(=O)Nc2c(C)n(C)n(-c3ccccc3)c2=O)S(C)(=O)=O)cc1C (stereo unspecified) | -1.7 | 2.0 | 10 | -3 | 23 | -1.7 | 156 | 9 | 1 | 1.2 | 96
CCn1c(CNC(=O)c2ccccc2Br)nnc1SCC(=O)Nc1nncs1 | -0.6 | 2.7 | -7 | -2 | 27 | 1.8 | 7 | 3 | -5 | 1.9 | 108
O=C(O)c1cccc(Oc2ccc([N+](=O)[O-])cc2)c1 | -1.7 | 4.2 | -19 | 12 | 13 | -1.0 | -11 | 9 | 5 | 4.2 | 109
COc1ccc(/C=N/NC(=O)c2cc(-c3ccccc3)nc3ccccc23)c(OC)c1 | -1.3 | 3.4 | -17 | -2 | 10 | -1.2 | 342 | 8 | -5 | 0.2 | 91
Cc1ccc(S(=O)(=O)N2CCCN(S(=O)(=O)c3ccc(C(F)(F)F)cc3)CC2)cc1 | 1.9 | 1.6 | . | -8 | 5 | 1.1 | -17 | -11 | 11 | 3.4 | 108

Screening data from PubChem BioAssay.
